TCR CD3 inh: blocks the human TCR-CD3 interaction; TAMRA-labeled TCR probe fluorescence, biochemical; inhibition, % at 9.4 µM; 0.37% of 360,000 active; in the data active means inhibition above about 19%;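 further: recombinant mutant TCR 2C K166C tagged with TAMRA read by polarization; 0% = receptor in buffer alone and 100% = receptor with positive control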
MBD2 DNA inh: MBD2-methylated oligo binding inhibition; Q9UBB5; inhibition, % at 4.4 µM; TR-FRET, MBD2 binding to methylated oligonucleotide; 0.31% of 370,000 active; in the data active means inhibition above about 13%
Target sequence (Q9UBB5 whole entry, looked up): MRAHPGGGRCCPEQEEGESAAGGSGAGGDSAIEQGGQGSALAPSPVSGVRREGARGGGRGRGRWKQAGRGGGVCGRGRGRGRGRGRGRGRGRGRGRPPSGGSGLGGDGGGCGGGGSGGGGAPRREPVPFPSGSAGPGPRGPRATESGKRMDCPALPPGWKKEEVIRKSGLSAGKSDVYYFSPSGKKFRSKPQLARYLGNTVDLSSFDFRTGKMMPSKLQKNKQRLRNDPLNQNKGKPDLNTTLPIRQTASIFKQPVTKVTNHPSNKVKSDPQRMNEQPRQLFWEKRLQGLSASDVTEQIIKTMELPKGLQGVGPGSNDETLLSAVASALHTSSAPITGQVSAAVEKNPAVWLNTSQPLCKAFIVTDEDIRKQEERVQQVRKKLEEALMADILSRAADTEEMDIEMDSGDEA
UHRF1 binding: UHRF1 methyl-DNA binding inhibition; Q96T88; UHRF1 binding to methylated oligo, TR-FRET; inhibition, % at 4.4 µM; 0.75% of 370,000 active; in the data active means inhibition above about 21%;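 further: UHRF1 SRA domain binding a hemimethylated CpG hairpin DNA probe; 0% = median of test compound wells and 100% = reference inhibitor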
TDP2 absorb: blocks human TDP2 phosphodiesterase activity; recombinant TDP2, T5PNP hydrolysis, p-nitrophenol absorbance 415 nm; inhibition, % at 12.8 µM; O95551; 0.34% of 370,000 active;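 active means inhibition above the mean of all tested compounds plus 3 SD, set per campaign, cut at about 25% in these data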;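 further: 0% = DMSO with enzyme and 100% = buffer with substrate but no TDP2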
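System – recombinant human TDP2 · Amount – 120 nM TDP2 per well · Buffer or medium – Mg2+-containing Tris-HCl buffer, pH 7.5 · Reagent – T5PNP substrate, 5 mM · Dosing – 12.8 µM single point, 1% DMSO · Incubation – 2 h at 37 °C · Measured by – epi absorbance · Read-out basis – percent inhibition · Benchmarks – high control without enzyme, low control DMSO plus TDP2 · Repeats – singlicate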
KLK7 zymogen act: activators of human kallikrein-7 zymogen; P49862; purified proKLK7, EDANS-DABCYL substrate fluorescence; 100% is mature enzyme control, 0% vehicle; activation, % at 7 µM; 0.9% of 370,000 active;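 active means activation above the mean of all tested compounds plus 3 SD, computed per campaign excluding outliers beyond control limits, cut at about 13% in these data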
Target sequence (P49862 whole entry, looked up): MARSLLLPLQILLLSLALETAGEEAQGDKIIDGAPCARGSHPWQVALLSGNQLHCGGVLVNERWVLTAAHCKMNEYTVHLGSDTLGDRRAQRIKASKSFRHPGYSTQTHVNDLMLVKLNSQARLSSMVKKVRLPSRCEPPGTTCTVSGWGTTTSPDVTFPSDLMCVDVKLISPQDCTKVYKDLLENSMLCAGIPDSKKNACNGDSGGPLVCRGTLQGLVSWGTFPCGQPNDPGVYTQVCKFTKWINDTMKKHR
Tn6 DDE FP: inhibitors of Tn6 peptide binding to human fibrin DD(E). inhibition, % at 8.3 µM. Fibrin DD(E) TRITC-Tn6 fluorescence polarization displacement. P02675. 0.21% of 370,000 active. AID 720509;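 active means inhibition above a per-campaign cutoff: mean of compounds within control limits plus 3 SD, cut at about 15% in these data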;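 further: 0% = median of all compound wells on the plate and 100% = blocking peptide control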
LEDGF integ inh: blocks HIV-1 LEDGF/p75-dependent DNA integration; TR-FRET IN-LEDGF/p75 DNA integration, Eu/Cy5; inhibition, % at 3.7 µM; 0.64% of 370,000 active;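 active means inhibition above the screen-wide mean plus 3 SD, cut at about 13% in these data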;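 further: signal is the Cy5 over europium emission ratio at 671 and 618 nm; 0% = plate median of compound wells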
DDE Tn7 FP inh: disrupts Tn7 cyclic peptide binding to fibrin D-Dimer-E complex | P02675 | inhibition, % at 8.3 µM | FP displacement of FITC-Tn7 peptide from fibrin DD(E); 0% = median of compound wells per plate | 0.13% of 370,000 active;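 active means inhibition above the mean of compounds falling within the control limits plus 3 SD of them, cut at about 14% in these data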;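 further: 0% = plate median of compound wells and 100% = 10 µM Aha-Tn7 peptide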
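Assay system: Fibrin-DD(E) protein isolated from polymerized human fibrin clots; read-out basis: percent inhibition; medium: Tris/NaCl/CaCl2 buffer, pH 7.8; signal: FP measurement; incubation: 10 min plus 3 h, room temperature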
SIAE inh: inhibitors of human sialic acid acetylesterase SIAE; Q9HAT2; 0.69% of 370,000 active; inhibition, % at 9.66 µM; SIAE FP-Rh probe binding, fluorescence polarization;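 active means inhibition above a cutoff: mean of compounds within the control limits plus 3 SD of those, cut at about 17% in these data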;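 further: 0% = plate median of compound wells and 100% = probe without SIAE protein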
PRMT1 inh: inhibitors of human PRMT1 | recombinant PRMT1, activity-based probe fluorescence polarization | Q99873 | inhibition, % at 2.79 µM | 1.3% of 370,000 active;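 active means inhibition above about 21% made by adding two undisclosed values, limit read from the data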
The depositor's hits bear a star; / = no result given.

mol	LEDGF integ inh	TDP2 absorb	UHRF1 binding	SIAE inh	PRMT1 inh	Tn6 DDE FP	TCR CD3 inh	DDE Tn7 FP inh	KLK7 zymogen act	MBD2 DNA inh
COc1ccc(CC(=O)N(Cc2ccccc2)c2cccc(C)c2)cc1OC	0	-2	4	-3	-5	-2	-1	0	0.5	0
Cc1ccc(CSCCNC(=O)CSCc2ccc([N+](=O)[O-])cc2)cc1	-3	-7	1	-3	2	1	4	0	0.2	3
COc1ccccc1N1CCN(/N=C/c2ccc([N+](=O)[O-])cc2)CC1	1	4	0	2	-1	2	5	5	0.2	-5
O=C(CN1CCCC1=O)NC1C2CC3CC(C2)CC1C3 (stereo not given)	4	6	-3	-2	-2	-5	1	-3	0.0	-2
CCCCSc1nc2c(c(=O)[nH]1)CCC2	-1	-2	2	-5	3	4	-8	5	0.1	1
CCCC(=O)O[C@]1(C(=O)CO)CC[C@H]2[C@@H]3CCC4=CC(=O)CC[C@]4(C)[C@H]3[C@@H](O)C[C@@]21C	-4	0	0	2	1	9	0	0	0.0	0
N#Cc1ncn(C2OC(CO)C(O)C2O)c1N (stereo not given)	-1	-4	8	4	-3	3	3	2	0.1	-1
CC(C)C[C@H](NC(=O)CCCn1nnc2ccccc2c1=O)C(=O)O	1	4	-2	-5	3	4	-5	2	-0.8	2
Nc1c(C(=O)N2CCOCC2)sc2nc3c(cc12)CCCC3	0	5	-2	5	16	-6	0	-1	-0.1	-1
CCOc1ccc(/C=N/Nc2nc(C)cs2)c(O)c1	1	-23	-3	3	21*	5	2	6	-3.9	-2
O=C(/C=N/O)Nc1ccc(F)cc1	2	-17	5	-11	-3	-4	3	-5	0.1	4
O=C(NCc1ccccc1)C1CCN(c2nc(-c3ccccc3)nc3c2CCC3)CC1	0	-6	2	-5	3	-1	5	1	-1.8	1
O=c1c2ccc(Cl)cc2[nH]c(=S)n1CCCN1CCOCC1	5	-20	3	-1	-4	12	5	2	-0.2	-9
O=C(C1CC1)N1CCC(C(O)(c2ccccc2)c2ccccc2)CC1	-4	1	-1	-2	2	-3	-1	4	0.5	4
O=C(COC(=O)/C=C/c1ccc([N+](=O)[O-])cc1)NCc1cccs1	-2	2	14	2	2	2	-9	3	0.1	3
O=C(CNCc1ccccc1)Nc1ccc(F)cc1	3	-5	20	11	-3	-10	1	2	0.0	6
COc1cc(/C=N/Nc2ccc(F)cc2F)cc(OC)c1O	1	6	-2	9	5	1	-4	6	-0.3	-7
O=C(Cn1cnc2c(nnn2-c2ccc(F)cc2)c1=O)N1CCCC1	4	-16	5	1	-1	7	-6	2	-0.1	3
COc1ccccc1N1CCN(C(=O)c2ccc(Cn3c(=S)[nH]c4cc5c(cc4c3=O)OCO5)cc2)CC1	-4	-10	3	0	3	-2	1	4	0.5	-1
CN(C1=C(NC(=O)c2ccccc2)C(=O)c2ccccc2C1=O)C1CCS(=O)(=O)C1 (stereo not given)	11	33*	-10	0	7	-3	0	0	-0.8	-12
O=C(CSc1ncccn1)Nc1cccc(S(=O)(=O)N2CCOCC2)c1	1	-20	3	0	1	5	-6	-8	-0.3	1
CC(Nc1ncnc2nc[nH]c12)c1ccccc1 (stereo not given)	-2	-1	0	9	-1	1	5	0	-0.4	-3
c1ccc(CCn2nnc(-c3ccc(N4CCOCC4)cc3)n2)cc1	5	-3	2	0	-7	2	/	-9	-0.4	-3
CCCCn1c(N)c(N(CC(C)C)C(=O)C2=NN(c3cc(C)ccc3C)C(=O)CC2)c(=O)[nH]c1=O	3	7	5	-2	8	-3	-1	-3	0.4	4
COc1ccc(C(=O)NCCNc2nc3cc(C)cc(C)c3cc2C#N)cc1	-1	3	3	-6	-2	-1	-5	3	-2.6	4
CCc1ccccc1N1C(=O)CC(N2CCc3ccccc32)C1=O (stereo not given)	-2	13	0	-1	-1	4	2	6	-0.2	0
Cc1[nH]c2ccccc2c1CC(=O)Nc1ccc(Nc2cccnc2)c(-c2cc(C(F)(F)F)cc(C(F)(F)F)c2)c1	-4	5	0	-1	3	4	-10	-2	-1.5	-2
CC(=O)N1CCN(C(=O)CN2C(=O)NC(C)(c3ccc4ccccc4c3)C2=O)CC1 (stereo not given)	-2	-1	-3	5	-4	-6	5	6	-0.2	4
COc1ccc(C2=NN(C(=O)COC(=O)c3ccc(NC(=O)CC#N)cc3)C(c3ccco3)C2)cc1 (stereo not given)	5	-7	3	-68	-3	1	7	-2	-1.1	2
Cc1nc(S(=O)(=O)c2ccc(Cl)cc2Cl)nc2c1CCC2	-1	3	-1	13	-1	5	2	1	0.0	-3
OCC1OC(n2cnc3c(NCCc4ccccc4)ncnc32)C(O)C1O (stereo not given)	-2	0	-1	-4	-2	-3	3	-3	-0.7	2
O=C1C(NC(=O)N2c3ccccc3C=Cc3ccccc32)CCCCN1Cc1ccc(Cl)cc1 (stereo not given)	-4	-3	27*	-4	5	-7	/	5	-0.1	1
CCOC(=O)c1ccccc1NC(=O)CSc1cccc[n+]1[O-]	-4	-2	-2	-3	0	2	2	0	-0.5	2
CCCCC1CCCOC(C(=O)NCCNCCO)(C(F)(F)F)C1 (stereo not given)	1	-5	0	0	-3	-3	-3	-1	0.3	1
COc1ccc(OC)c(NC(=O)CSC2=NCCS2)c1	1	9	-2	-3	3	-4	5	-2	0.6	3
O=C(NCC1CCCO1)C1CCN(S(=O)(=O)c2ccc(Br)cc2)CC1 (stereo not given)	2	11	-3	-1	-1	3	-4	5	-0.3	-2
COc1ccc(-c2csc(N3CCOCC3)n2)cc1OC	-4	0	11	3	3	2	-1	0	-0.2	6
CC(C)CN(C(=O)COC(=O)Cn1cnc2ccccc2c1=O)C1CCS(=O)(=O)C1 (stereo not given)	-1	-1	2	4	-1	6	9	8	0.0	0
Cc1cc(S(=O)(=O)NC(C)C)ccc1OCC(=O)NCc1ccccc1	-4	1	4	-1	1	-4	0	-1	0.1	-1
Oc1c(N=Nc2ccccc2)sc2ccccc12	-2	-7	-10	-5	7	-9	-10	3	0.2	-15
CC(=O)c1cc(-c2cc(C(=O)O)cc([N+](=O)[O-])c2)c(=O)n2c1CCC2	7	-6	6	-1	4	4	/	-1	-0.1	0
C=CCn1c(SCC#N)nnc1-c1ccc2ncccc2c1	10	1	0	10	-2	6	4	7	-0.1	0
C[C@]12CC[C@@H]3c4ccc(O)cc4CC[C@H]3[C@@H]1CC[C@@H]2O	1	4	2	0	4	-3	-8	4	0.4	-4
CCOC(=O)CSc1nc2ccc(S(=O)(=O)N3CCOCC3)cc2[nH]1	1	1	6	-2	0	4	-5	1	-0.5	0
COc1ccc(/C=C/CN2CCN(Cc3ccccc3)C(CCO)C2)cc1 (stereo not given)	3	-3	-1	1	-1	-2	3	-6	0.2	-2
CC(C)CN(C(=O)COC(=O)CCSc1ccc(F)cc1)c1c(N)n(Cc2ccccc2)c(=O)[nH]c1=O	4	-3	-2	4	-5	0	2	4	0.8	-5
Cc1ccc(C)c(N2CCN(S(=O)(=O)c3ccc4c(c3)NC(=O)CO4)CC2)c1	2	6	1	0	-6	-7	-4	-6	0.3	3
COCCn1cc(C(=O)NCCCOC(C)C)c2c3ccccc3n(C)c2c1=O	1	4	2	-10	-1	2	3	-5	-0.6	0

Pulled by structure from the entries so far (2):
mol	LEDGF integ inh	TDP2 absorb	UHRF1 binding	SIAE inh	PRMT1 inh	Tn6 DDE FP	TCR CD3 inh	DDE Tn7 FP inh	KLK7 zymogen act	MBD2 DNA inh
O=C(NCc1ccccc1)C1CCN(c2nc(-c3ccccc3)nc3c2CCC3)CC1	0	-6	2	-5	3	-1	5	1	-1.8	1
O=C(COC(=O)/C=C/c1ccc([N+](=O)[O-])cc1)NCc1cccs1	-2	2	14	2	2	2	-9	3	0.1	3

(cont.)
mol	LEDGF integ inh	TDP2 absorb	UHRF1 binding	SIAE inh	PRMT1 inh	Tn6 DDE FP	TCR CD3 inh	DDE Tn7 FP inh	KLK7 zymogen act	MBD2 DNA inh
O=C(Nc1ccccc1Oc1ccsc1C(=O)O)c1ccccc1	-1	11	-1	16	-6	10	2	2	0.1	0
CCc1cccc(NC(=O)Cc2cn(C)c3ccccc23)c1	0	6	-1	7	-3	-1	0	3	-0.3	2
Cc1cccc(CN2CCCC(C(=O)N3CCc4ccccc4C3)C2)c1 (stereo not given)	2	2	-1	1	-2	4	4	-3	-0.7	3
Cc1ccc(S(=O)(=O)N2CCN(C(=O)c3ccc(-n4cncn4)c([N+](=O)[O-])c3)CC2)c(C)c1	-2	4	0	-3	2	-3	-1	6	0.0	0
O=S(=O)(CCSc1nc2ccccc2s1)c1nc2ccccc2s1	2	-15	1	1	10	2	-1	-1	0.3	-5
CC1CCC/C(=N\NS(=O)(=O)c2ccccc2)C1 (stereo not given)	-2	18	0	4	-2	0	4	6	0.2	-2
CCN1CCN(C(=O)CN2C(=O)c3cccc4cccc2c34)CC1	2	3	4	-5	-3	-6	3	7	6.1	-5
CC(C)CC(=NNC(=O)c1ccncc1)c1cc(Cl)ccc1O	-4	0	-3	2	-1	4	2	-5	-2.9	-6
Cc1ccc(Cn2c(=N)n(CC(=O)c3ccc([N+](=O)[O-])cc3)c3ccccc32)cc1	-1	3	-3	11	1	-6	11	-8	-0.2	-3
